Compound activity from PubChem.
LMPTP block – LMPTP (human) inhibition; P24666; recombinant LMPTP-A, OMFP fluorogenic substrate, fluorescence intensity; inhibition, % at 20 µM; actives 0.22% (n = 360,000); AID 651560;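 active means compounds that cut the enzyme signal by at least half of the control window in the single-dose screen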;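 further: plate controls were DMSO wells with enzyme plus substrate for no effect and substrate without enzyme for full effect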
Target sequence (P24666 whole entry, looked up): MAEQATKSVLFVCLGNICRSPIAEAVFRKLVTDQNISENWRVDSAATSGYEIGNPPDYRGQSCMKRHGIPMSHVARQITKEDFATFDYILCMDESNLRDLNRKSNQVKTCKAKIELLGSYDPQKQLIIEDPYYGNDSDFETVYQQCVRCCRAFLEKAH
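Test system: LMPTP-A, protein tyrosine phosphatase of low molecular weight; Input: 0.625 nM enzyme; Incubation: 50 min dark incubation at room temperature; Signal: endpoint fluorescence intensity from OMFP dephosphorylation; Read-out basis: % inhibition versus control wells.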
STEP block – inhibitors of human striatal-enriched phosphatase STEP; recombinant STEP, OMFP fluorogenic substrate, fluorescence; inhibition, % at 20 µM; actives 0.25% (n = 360,000); P54829;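 active means inhibition at 20 µM, scaled per plate between control wells, above about 37%, limit read from the data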;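 further: 0% = DMSO with enzyme and substrate and 100% = substrate only without enzyme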
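material = STEP tyrosine phosphatase | reagent = fluorogenic phosphatase substrate OMFP at 25 µM final | doses = single compound dose of 20 µM, 1% DMSO final | schedule = 20 min reaction, room temperature, in the dark | measured by = fluorescence, 480/540 nm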
NadD block – inhibitors of Staphylococcus aureus NadD; purified NadD enzyme, colorimetric absorbance read-out; inhibition, % at 20 µM; actives 0.78% (n = 360,000); in the data active means inhibition above about 26%; further: some compounds past the cut are filed as inactive
TbMetRS inhib – blocks T. brucei methionyl-tRNA synthetase activity; inhibition, % at 11.9 µM; purified T. brucei MetRS, ATP depletion, Kinase-Glo luminescence; actives 0.4% (n = 360,000);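 active means inhibition above a per-plate cutoff of the control wells' mean inhibition plus 3 SD, cut at about 5.5% in these data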;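 further: 0% = DMSO wells median and 100% = median of wells with control inhibitor compound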
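Material: T. brucei methionyl-tRNA synthetase, purified; reagent: substrates ATP, L-methionine and bulk Escherichia coli tRNA; dosing: 11.9 µM single point; timing: 15 min plus 2 h at 25 °C; detection: luminescence of leftover ATP; evaluation: % inhibition; control set: DMSO-only wells as low control; replicates: singlicate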
DNMT1 block – DNMT1 (human) enzyme inhibition; DNMT1 molecular beacon, Hinp1I cleavage, fluorescence; inhibition (reported as % activation of signal), % at 10 µM; actives 0.83% (n = 360,000); in the data active means inhibition above about 50%
Rpn11 block – blocks the human proteasome subunit Rpn11; O00487; human 26S proteasome, Ub4-pepOG fluorescence polarization; 20S core pre-blocked with epoxomicin; calls only at 20 µM; actives 0.59% (n = 360,000);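 active means inhibition at 20 µM, scaled to each plate's controls, above about 33%, limit read from the data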
Target sequence (O00487 whole entry, looked up): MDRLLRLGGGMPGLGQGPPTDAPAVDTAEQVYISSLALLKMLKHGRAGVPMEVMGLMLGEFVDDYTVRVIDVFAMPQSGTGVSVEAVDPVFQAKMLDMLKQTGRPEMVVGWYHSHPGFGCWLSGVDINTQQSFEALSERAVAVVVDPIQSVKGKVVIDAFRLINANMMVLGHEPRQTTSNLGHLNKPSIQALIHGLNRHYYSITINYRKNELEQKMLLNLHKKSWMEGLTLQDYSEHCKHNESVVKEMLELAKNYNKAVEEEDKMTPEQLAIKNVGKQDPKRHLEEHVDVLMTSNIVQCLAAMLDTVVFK
MsrA inh – bovine MsrA inhibition; purified bovine MsrA, absorbance read-out; actives 0.75% (n = 360,000); AID 651718; inhibition, % at 15.5 µM; in the data active means inhibition above about 4.5%;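 further: 0% = vehicle wells with enzyme and 100% = reference inhibitor wells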
SUMO1 PPI mod – alters human SUMO1 binding to SIM partners | P63165 | SUMO1 binding to a labelled peptide, TR-FRET, 1 h | inhibition, % at 20 µM | actives 0.33% (n = 360,000) | AID 602429; in the data active means inhibition above about 37%
CSN inh – CSN deneddylation inhibition. Q92905. inhibition, % at 12.5 µM. AID 651999. Purified CSN, SCF-Nedd8-OG deneddylation, fluorescence polarization. actives 0.38% (n = 360,000);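 active means pattern-corrected inhibition above about 35%, with an unprinted fluorescence ratio check between 0.5 and 1.5, limit read from the data, passing the limit was not always enough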;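 further: 0% = enzyme with substrate and 100% = substrate without enzyme; some results filed as inactive read as strong as hits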
Target sequence (Q92905 whole entry, looked up, one chain of several): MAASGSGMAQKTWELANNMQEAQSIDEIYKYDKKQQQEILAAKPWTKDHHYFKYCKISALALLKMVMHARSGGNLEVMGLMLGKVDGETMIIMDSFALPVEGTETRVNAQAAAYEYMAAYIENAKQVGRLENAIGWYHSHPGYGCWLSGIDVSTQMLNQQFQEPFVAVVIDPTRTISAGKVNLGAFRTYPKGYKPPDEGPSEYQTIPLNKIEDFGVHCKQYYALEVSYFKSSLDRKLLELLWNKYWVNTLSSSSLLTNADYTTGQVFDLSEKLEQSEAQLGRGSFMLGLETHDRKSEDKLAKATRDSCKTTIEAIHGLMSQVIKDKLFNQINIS
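Test system: purified human Csn5 enzyme expressed in HEK293T cells. Amount: 0.24 nM enzyme. Reagent: SCFSkp2-Nedd8OG substrate at 10 nM final. Schedule: 90 min incubation of compound, enzyme and substrate at room temperature. Detection: fluorescence polarization. Read-out: % inhibition of substrate cleavage by Csn5.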
Scp-1 inhibitor – inhibitors of human Scp-1 phosphatase. Q9GZU7. Recombinant Scp1, phosphopeptide, malachite green phosphate absorbance. inhibition, % at 20 µM. actives 0.88% (n = 340,000);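 active means inhibition above about 50% at 20 µM, limit read from the data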;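 further: plate controls were DMSO wells with enzyme for no effect and wells lacking enzyme for full effect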
Target sequence (Q9GZU7 76-261 limits assumed): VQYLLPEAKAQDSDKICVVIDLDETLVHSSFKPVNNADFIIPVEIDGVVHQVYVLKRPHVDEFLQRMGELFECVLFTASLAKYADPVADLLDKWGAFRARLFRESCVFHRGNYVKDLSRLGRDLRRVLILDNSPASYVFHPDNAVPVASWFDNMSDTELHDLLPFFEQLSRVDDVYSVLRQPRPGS
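Test system: SCP-1 phosphatase catalytic domain, residues 76-261 | Compound dosing: One concentration, 20 µM, with 1.0% DMSO | Schedule: 45 min room-temperature reaction, 5 min colour, 30 min stabiliser | Detection: Absorbance at 630 nm | Read-out basis: % inhibition of SCP-1 phosphate liberation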
The depositor's hits bear a star; i = inactive; x = no result given.

Values run as follows: LMPTP block	STEP block	NadD block	TbMetRS inhib	DNMT1 block	Rpn11 block	MsrA inh	SUMO1 PPI mod	CSN inh	Scp-1 inhibitor
1: O=C(C#Cc1ccccc1)Nc1cccc(F)c1
 : 0.4	-1	-10	0.1	5	i	1.4	-2	2	-14
2: O=C(NC1CCCCC1)C(c1ccncc1)N(C(=O)Cc1cccs1)c1ccccc1 (centres undefined)
 : 0.5	-4	1	-0.3	3	i	0.4	-3	3	-1
3: NNC(=O)c1ccc(-c2ccccc2F)cc1
 : -0.6	-2	0	-1.9	-2	i	1.4	0	1	-11
4: O=C(OCC(=O)N1CCN(c2ccccc2)CC1)C1CCCN1S(=O)(=O)c1ccc(Cl)cc1 (centres undefined)
 : -0.3	-1	-2	-0.5	-3	i	0.1	5	0	1
5: N#CC(Sc1ccccn1)c1ccc(Cl)cc1 (centres undefined)
 : 0.8	-2	-1	0.8	-2	i	1.2	-7	4	3
6: CC(C)(C)c1ccccc1NC(=O)CN1C(=O)NC2(CCCC2)C1=O
 : 1.3	0	3	-1.1	2	i	3.0	3	-3	6
7: Cc1ccc(-n2c3c(cc(C(=O)NCC(=O)c4ccccc4)c2=O)C(=O)CCC3)cc1
 : 0.4	-1	-5	-0.5	2	i	0.3	-14	5	-7
8: O=C1CCCN1CN(C(=O)c1ccccc1)c1ccccc1
 : -0.4	-6	-3	0.0	8	i	-0.3	1	-8	3
9: CCC(CC)C(=O)N1CC(=O)Nc2ccc(F)cc2C1c1ccc(F)cc1 (centres undefined)
 : 0.7	2	-3	-0.4	-4	i	-0.5	4	6	-9
10: CCCN1CCN(CCCNC(=O)CCNC(=O)Cn2ccc3ccccc3c2=O)CC1
 : -4.5	1	-4	-1.7	2	i	0.3	-4	1	2
11: CCCCCCSC1=C(C#N)C(c2ccc(O)cc2)CC(=O)N1 (centres undefined)
 : -0.7	-2	4	-1.3	-5	i	-0.3	-5	-2	7
12: CCOc1cc2[nH]c(=S)n(C3CCN(Cc4ccccc4)CC3)c(=O)c2cc1OCC
 : 0.4	0	-7	0.0	3	i	-0.5	2	-2	-9
13: CCN(CC)S(=O)(=O)c1cc(NC(=O)CSc2n[nH]c(N)n2)ccc1C
 : -0.4	0	4	-0.2	1	i	-0.6	2	-1	1
14: Cc1nn(-c2ccccn2)c2c1C(=O)CC(C)(C)C2N=[N+]=[N-] (centres undefined)
 : -0.6	-2	-3	-0.4	-1	i	-0.6	6	-1	12
15: O=C(c1ccc(-n2cnnn2)cc1)N1CCOCC1
 : -3.3	-2	3	-0.4	-3	i	-0.2	0	-3	-56

Three compounds out of the list above, sorted by the number in DNMT1 block, ascending:
Values run as follows: LMPTP block	STEP block	NadD block	TbMetRS inhib	DNMT1 block	Rpn11 block	MsrA inh	SUMO1 PPI mod	CSN inh	Scp-1 inhibitor
14: Cc1nn(-c2ccccn2)c2c1C(=O)CC(C)(C)C2N=[N+]=[N-] (centres undefined)
 : -0.6	-2	-3	-0.4	-1	i	-0.6	6	-1	12
6: CC(C)(C)c1ccccc1NC(=O)CN1C(=O)NC2(CCCC2)C1=O
 : 1.3	0	3	-1.1	2	i	3.0	3	-3	6
1: O=C(C#Cc1ccccc1)Nc1cccc(F)c1
 : 0.4	-1	-10	0.1	5	i	1.4	-2	2	-14

An excerpt of these results, with the structure last.
no. | LMPTP block | STEP block | NadD block | TbMetRS inhib | DNMT1 block | Rpn11 block | MsrA inh | SUMO1 PPI mod | CSN inh | Scp-1 inhibitor | SMILES
10 | -4.5 | 1 | -4 | -1.7 | 2 | i | 0.3 | -4 | 1 | 2 | CCCN1CCN(CCCNC(=O)CCNC(=O)Cn2ccc3ccccc3c2=O)CC1
11 | -0.7 | -2 | 4 | -1.3 | -5 | i | -0.3 | -5 | -2 | 7 | CCCCCCSC1=C(C#N)C(c2ccc(O)cc2)CC(=O)N1 (centres undefined)

The list continues.
Values run as follows: LMPTP block	STEP block	NadD block	TbMetRS inhib	DNMT1 block	Rpn11 block	MsrA inh	SUMO1 PPI mod	CSN inh	Scp-1 inhibitor
16: Cc1ccc2nc(C3CCCCC3)c(Cc3cccc(Cl)c3)n2c1
 : 1.9	-2	6	-0.2	-3	i	1.8	-1	3	x
17: C=CCNC(=O)c1c(CSc2ccc(Cl)cc2)noc1C(=O)NCc1ccccc1
 : 1.6	1	-4	-0.6	-4	i	-0.7	-1	-3	-5
18: OCC#CCSc1nnc(-c2ccncc2)o1
 : -0.2	-5	0	-1.2	3	i	-0.3	4	1	-8
19: NC(=O)CSc1nnc(COc2cccc3ccccc23)o1
 : -1.6	1	-1	-0.2	0	i	-0.5	-9	-5	-8
20: OCCN1CCN(CC(O)COCCOc2ccc(Br)cc2)CC1 (centres undefined)
 : -3.0	-4	-4	0.3	1	i	0.2	3	-11	-7
21: COc1cccc(NC(=O)CCC2CCN(C(=O)C(OC)c3ccccc3)CC2)c1 (centres undefined)
 : -1.5	-4	-2	0.0	2	i	-0.4	7	-1	x
22: C/C(=N\NC(N)=O)c1c(F)cccc1F
 : -1.8	-1	3	0.8	1	i	-0.1	-1	-1	-5
23: COc1ccc(CN2C(=O)C(CC(=O)NCC3CCCCC3)CC(C(=O)N3CCOCC3)=C2C)cc1 (centres undefined)
 : -0.9	2	0	-0.7	8	i	-1.2	7	4	x
24: c1cc(SC2CCCCC2)cc(-c2nc3cnccn3c2NC2CCCCC2)c1
 : 9.5	3	17	-0.1	-23	i	1.3	7	5	16
25: Cc1cc(NC(=O)COC(=O)CNS(=O)(=O)c2ccc(C)c(C)c2)no1
 : -0.2	-2	-7	-0.3	-3	i	-0.5	-2	4	-8
26: Cc1cc(C)c(S(=O)(=O)c2cccc(C(F)(F)F)c2)c(=O)[nH]1
 : -0.8	-2	0	-0.3	1	i	1.3	0	-5	-15
27: Cc1ccc(C(=O)N2CCCCC2)cc1NC1=C(Cl)C(=O)N(Cc2ccccc2)C1=O
 : 3.7	-1	3	-0.5	0	i	-0.3	-14	-5	-3
28: COc1ccc(-n2ncc3c2CC(C)(C)CC3NC(=O)CCn2cncn2)cc1 (centres undefined)
 : 1.2	1	1	-0.1	0	i	-1.5	-5	0	-2
29: O=Cc1cccc2ccc3cccc(C(=O)O)c3c12
 : -0.5	2	-2	-0.4	1	i	0.7	-18	-1	-13
30: O=C1Cc2cc(S(=O)(=O)Nc3cccc(F)c3)ccc2N1
 : -1.1	-1	1	-0.3	-3	i	0.7	4	-2	-1

A different layout for part of the listing above:
16) Cc1ccc2nc(C3CCCCC3)c(Cc3cccc(Cl)c3)n2c1
17) C=CCNC(=O)c1c(CSc2ccc(Cl)cc2)noc1C(=O)NCc1ccccc1

Assay by compound,16,17
LMPTP block,1.9,1.6
STEP block,-2,1
NadD block,6,-4
TbMetRS inhib,-0.2,-0.6
DNMT1 block,-3,-4
Rpn11 block,i,i
MsrA inh,1.8,-0.7
SUMO1 PPI mod,-1,-1
CSN inh,3,-3
Scp-1 inhibitor,x,-5

Next part:
Values run as follows: LMPTP block	STEP block	NadD block	TbMetRS inhib	DNMT1 block	Rpn11 block	MsrA inh	SUMO1 PPI mod	CSN inh	Scp-1 inhibitor
31: Nc1cc(C(=O)OCC(=O)Nc2ccc(N3CCOCC3)cc2)ccc1Cl
 : -0.1	-1	1	0.0	-2	i	-0.3	-1	-6	0
32: COc1cccc2sc(N3CCN(C(=O)C4COc5ccccc5O4)CC3)nc12 (centres undefined)
 : 0.3	0	2	-0.3	1	i	1.1	2	3	2
33: C=CCOC(=O)c1ccccc1C(=O)OCC1CO1 (centres undefined)
 : -4.0	3	-1	0.2	5	i	-0.9	0	3	-7
34: O=C1NC[C@H](Cc2ccc(O)cc2)N(C[C@@H]2CCCN2C[C@H](Cc2ccc(O)cc2)N2C[C@H](Cc3ccccc3)N(CCc3ccccc3)C(=O)C2=O)C1=O
 : 8.6	x	17	-0.3	x	x	1.3	8	-4	x
35: Cc1ccc(S(=O)(=O)N2CCN(C(=O)N3CCOCC3)C2C(C)C)cc1 (centres undefined)
 : -0.2	-1	8	-0.3	4	i	1.8	-4	-3	-3
36: COc1ccc(-c2coc3c(C(=O)NCCc4ccccc4)cccc23)c(C)c1
 : 7.6	2	-2	-0.4	1	i	0.8	2	-4	x
37: COc1cc(NC(=O)C2CCN(S(=O)(=O)c3cnc[nH]3)CC2)cc(OC)c1OC
 : -2.0	-6	6	-1.7	-1	i	1.3	0	6	-5
38: Cc1ccc(NS(=O)(=O)c2ccc3c(c2)NC(=O)C(C)C(=O)N3)c(Cl)c1 (centres undefined)
 : -1.6	1	0	0.3	4	i	0.7	-1	0	-9
39: O=C(O)C1=C[C@@H](c2ccc3c(c2)OCO3)C[C@@H](OCc2ccc(CO)cc2)O1
 : 0.4	-2	3	0.5	9	i	0.1	3	4	-8
40: O=C(CSc1ccccc1)Nc1ccccc1N1CCOCC1
 : 0.2	-4	-6	-0.1	-1	i	0.7	-2	3	-19
41: NC1=NC2OC(CO)C(O)C2O1 (centres undefined)
 : -3.0	-3	-3	0.1	-5	i	-1.5	0	-1	x
42: CC(C)C1CC(=O)NC(SCC(=O)Nc2ccc(Br)cc2)=C1C#N (centres undefined)
 : -0.2	-1	-3	12*	4	i	0.7	-2	-2	-7
43: O=C(CN(c1ccc(F)cc1)S(=O)(=O)c1ccc2c(c1)OCCO2)Nc1cccnc1
 : 0.0	1	-4	-0.4	3	i	0.6	0	3	-2
44: CC(C)C(=O)N1CCN(c2nc3ccc(Cl)cc3s2)CC1
 : 0.6	2	-2	-0.8	-3	i	-0.4	1	2	-2
45: CC(N)c1csc(Nc2ncccn2)n1 (centres undefined)
 : -1.0	-2	-3	-0.2	1	i	0.1	-1	-6	x
46: CCN(c1ccccc1)S(=O)(=O)c1ccc(Cl)c(NC(=O)CN2CCN(C)CC2)c1
 : -4.0	-1	13	-0.5	1	i	-0.5	-51	7	5
47: O=C(Nc1ccc(NC(=O)C2CCCN2C(=O)OCc2ccccc2)cc1)c1ccco1 (centres undefined)
 : -0.2	0	-6	-1.6	5	i	0.1	2	4	0
48: Cc1c(C(=O)NCc2ccc3c(c2)OCCO3)sc(=O)n1Cc1ccc(C(=O)N(C)C)cc1
 : -0.4	-1	0	-0.7	1	i	-0.5	4	-7	x
49: COc1ccc(-c2nc3ccccc3c(=O)n2CC(C)C)cc1
 : 0.2	4	-4	-0.6	1	i	0.6	4	3	-15
50: Cc1ccc[n+](C(C)C(=O)Nc2ccc(C)c(C)c2)c1 (centres undefined)
 : -0.2	1	0	-0.5	2	i	-1.2	-1	1	3
51: O=C(Nc1ccnn1C1CCN(CCCc2ccccc2)CC1)c1ccccc1Cl
 : -0.7	-3	-9	-0.5	2	i	0.0	2	2	6
